Screening data deposited in PubChem BioAssay by several laboratories.
UGM FP inh: M. tuberculosis UGM enzyme inhibitors, primary screen, biochemical, fluorescence polarization, single point | UDP-galactopyranose mutase (Mycobacterium tuberculosis (strain ATCC 25618 / H37Rv)), … | purified UGM, fluorescence polarization probe displacement | inhibition, % at 10 µM | hit rate 0.06% among 320,000; in the data active means inhibition above about 10%, passing the limit was not always enough; inconclusive means no clear call, values can overlap the other calls
Target sequence (P9WIQ1 whole entry, looked up): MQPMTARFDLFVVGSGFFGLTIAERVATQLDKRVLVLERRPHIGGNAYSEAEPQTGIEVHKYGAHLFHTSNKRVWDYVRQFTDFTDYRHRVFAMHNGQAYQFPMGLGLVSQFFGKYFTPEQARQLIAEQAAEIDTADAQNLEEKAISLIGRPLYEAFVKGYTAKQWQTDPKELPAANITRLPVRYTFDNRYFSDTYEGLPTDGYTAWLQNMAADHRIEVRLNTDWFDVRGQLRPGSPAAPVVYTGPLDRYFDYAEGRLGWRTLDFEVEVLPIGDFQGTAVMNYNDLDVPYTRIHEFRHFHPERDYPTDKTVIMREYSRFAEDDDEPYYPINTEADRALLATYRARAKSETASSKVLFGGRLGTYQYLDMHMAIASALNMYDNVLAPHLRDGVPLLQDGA
FadD28 binding: inhibitors of FadD28 bisubstrate probe binding, primary screen, biochemical, fluorescence polarization, single point; Mycobacterium tuberculosis FadD28 fatty-acid-AMP ligase; inhibition, % at 12.5 µM; hit rate 0.22% among 360,000; in the data active means inhibition above about 8.5%, passing the limit was not always enough; inconclusive means no clear call, values can overlap the other calls
GDH-TPI counter: GDH-TPI coupling enzyme inhibitors, primary screen, artefact control for M. tuberculosis FBA inhibitor project, biochemical, absorbance, full deck; GDH-TPI coupled enzyme counterscreen, NADH absorbance; inhibition, % at 4.8 µM; hit rate 1.2% among 360,000; AID 588335, 2011;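 further: 0% = DMSO wells and 100% = wells lacking the enzyme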
BoNT A protease: BoNT/A light chain protease inhibitors, primary screen, biochemical, flow cytometry, MLPCN library; Botulinum neurotoxin type A light chain protease (Clostridium botulinum A str. ATCC 3502); multiplex microsphere protease substrate cleavage; inhibition, % at 10 µM; hit rate 0.17% among 360,000; in the data active means inhibition above about 30%; inconclusive means no clear call, values can overlap the other calls; further: plate controls were buffer without enzyme for full effect and enzyme alone for no effect
PrPC surface inh: inhibitors of human cell surface prion protein PrPC, primary screen, cell-based, TR-FRET; Major prion protein (Homo sapiens), P04156; hit rate 0.43% among 370,000; TR-FRET read-out; inhibition, % at 13.8 µM; in the data active means inhibition above about 24%; further: 0% = median of the test wells and 100% = reference compound wells
CCHFV vOTU inh: CCHFV vOTU protease inhibitors, primary screen, biochemical, Pep-AMC substrate, fluorescence; Crimean-Congo hemorrhagic fever virus L polyprotein viral ovarian tumor (vOTU) protease …; inhibition, % at 11.5 µM; hit rate 0.55% among 370,000; further: 0% = vehicle wells with enzyme and 100% = no enzyme wells
BoNT-F LC inh: BoNT/F light chain protease inhibitors, primary screen, biochemical, flow cytometry, MLPCN library; Botulinum neurotoxin type F light chain protease (Clostridium botulinum); Multiplex microsphere protease cleavage assay; inhibition, % at 10 µM; hit rate 0.22% among 360,000; AID 588497, 2011; in the data active means inhibition above about 35%, passing the limit was not always enough; inconclusive means no clear call, values can overlap the other calls; further: plate controls were buffer without enzyme for full effect and enzyme alone for no effect
Mtb BioA inh: M. tuberculosis BioA enzyme inhibitors, primary screen, biochemical, plate reader, single point, HTS; 7,8-diaminopelargonic acid synthase BioA (Mycobacterium tuberculosis); purified M. tuberculosis BioA enzyme; inhibition, % at 9.99 µM; hit rate 0.096% among 360,000; AID 602481, 2012; in the data active means inhibition above about 40%; inconclusive means no clear call, values can overlap the other calls
Mtb FBA inh: Mtb FBA enzyme inhibitors, primary screen, biochemical, fluorescence, strain H37Rv. purified M. tuberculosis FBA, fluorescence read-out. inhibition, % at 1 µM. hit rate 2.3% among 360,000. AID 588726, 2011; in the data active means inhibition above about 27%;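 further: 0% = vehicle and 100% = reference inhibitor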
Target sequence (P9WQA3 whole entry, looked up): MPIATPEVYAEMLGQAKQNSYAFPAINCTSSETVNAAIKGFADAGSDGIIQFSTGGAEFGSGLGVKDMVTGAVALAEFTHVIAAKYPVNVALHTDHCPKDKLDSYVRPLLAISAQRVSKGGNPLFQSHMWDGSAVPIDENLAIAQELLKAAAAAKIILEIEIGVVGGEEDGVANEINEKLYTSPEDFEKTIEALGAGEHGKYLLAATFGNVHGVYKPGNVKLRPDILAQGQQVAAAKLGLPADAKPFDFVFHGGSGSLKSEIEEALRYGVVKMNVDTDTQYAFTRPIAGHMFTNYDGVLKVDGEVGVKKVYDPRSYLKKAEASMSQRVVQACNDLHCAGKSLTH
The depositor's hits bear a star; ? = inconclusive; / = no result given; + = active, no number; & = joins results of further samples. Unless noted, no stated cut-off is given here; in the data, active means inhibition above about 30%; inactive means the rest.

The line under a structure holds: UGM FP inh, FadD28 binding, GDH-TPI counter, BoNT A protease, PrPC surface inh, CCHFV vOTU inh, BoNT-F LC inh, Mtb BioA inh, Mtb FBA inh
> O=C(Cc1ccc(Br)cc1)NC1CCN(Cc2ccccc2)CC1
    -1.2, -2.1, -3.1, 0.3, -0.2, -12.9, 4.0, -2.6, -0.6
> COc1sc(SC)cc1/C=N/NC(=O)c1ccncc1
    -2.3, -2.0, 12.6, -3.9, 0.6, 23.1, 3.0, -0.1, -3.8
> CN(C)CCCNC(=O)c1cc(C(=O)Cc2ccccc2)c[nH]1
    -2.7, -2.2, -1.0, -0.1, 6.5, 12.5, 8.4, /, 2.7
> CCCNC(=O)NC(=O)COC(=O)c1ccc(S(=O)(=O)N(C)c2ccccc2OC)cc1
    1.9, -3.3, -4.4, -0.2, -6.0, 13.7, -4.1, /, -1.1
> CCN(c1ccccc1)S(=O)(=O)c1ccc(Cl)c(NC(=O)CNCc2ccccc2OC)c1
    1.2, -1.9, 4.3, -0.4, 7.2, 3.6, 0.1, 0.1, 0.1
> O=S(=O)(c1ccccc1)c1ncc(C(F)(F)F)cc1O
    3.0, -1.7, -0.6, 0.0, -3.8, 6.1, 0.3, -0.7, 5.4
> Cc1cc(=O)[nH]c2ccc(S(=O)(=O)Nc3ccccc3)cc12
    1.3, -0.9, 3.4, 3.3, 4.4, 5.7, 32.2, -0.9, -1.7
> COc1ccc(/C=N/NC(=O)C2c3ccccc3-c3ccccc32)cc1
    2.7, -3.3, -6.9, 0.0, 4.5, -0.5, 1.4, /, -0.3
> COc1ccc(CN2C[C@@H](CO)O[C@@H](n3cnc4c(N5CCN(C)CC5)ncnc43)C2)cc1
    /, -2.2, -4.5, -1.1, -11.2, 10.5, -10.1, -0.1, -1.6
> CCOc1ccc2oc(C(=O)N3CCN(c4ccccn4)CC3)c(C)c2c1
    0.7, -0.3, 6.5, 1.4, -9.8, 19.2, 13.2, -2.6, 3.7
> CN(C)C(=O)c1cc(C(=O)c2ccccc2Cl)c[nH]1
    -0.4, 1.2, -1.9, -0.1, 5.5, -2.8, -4.7, /, -0.8
> CCn1c(=O)c(C(=O)NNC(=O)c2ccccc2Br)c(O)c2ccccc21
    0.3, -0.8, -2.3, -0.4, 7.6, 19.1, 7.4, 0.2, 0.5
> CCN1C[C@@H]2[C@@H]3C(=O)N(Cc4ccccc4)C(=O)[C@@H]3[C@](C)(C(=O)OC)N2C1=NC1CCCCC1
    /, -1.0, 12.5, -0.6, 4.7, -8.0, -7.1, -0.5, 3.4
> ClC(Cl)=C(c1ccc(Cl)cc1)c1ccc(Cl)cc1
    -2.1, -2.1, 2.6, 0.1, 1.6, 3.4, 4.8, -0.2, -2.5
> COc1ccc(-c2cccc(NC(=O)COc3ccc(Cl)cc3)c2)nn1
    -3.3, -3.3, -0.9, -0.5, /, /, 0.5, 0.4, 2.0
> COc1ccc(CNC(=O)CN2C(=O)NC3(CCCCCCC3)C2=O)cc1
    3.0, -0.2, 6.5, -0.7, -0.5, 8.5, -6.8, -0.8, -1.3
> CC(C)COC(=O)C(C#N)c1nc2ccccc2nc1N1CCN(Cc2ccccc2)CC1 (configuration not stated)
    0.5, -0.6, 5.2, 11.4, -1.4, 4.3, -7.8, 1.9, 4.9
> Cc1ccc(C(=O)N2CCCC(CCC(=O)NCc3ccc(F)c(F)c3)C2)cn1 (configuration not stated)
    /, -2.1, 8.4, -0.6, 12.0, -7.4, 1.8, -1.1, 0.8
> O=C1C2CCCN2C(=O)N1CCCCN1CCN(CCO)CC1 (configuration not stated)
    -0.6, -5.7, -0.4, 0.3, -1.7, 3.3, 0.4, -0.7, 1.4
> CCN(C(=O)COC(=O)c1cc(=O)[nH]c2ccccc12)c1c(N)n(Cc2ccccc2)c(=O)[nH]c1=O
    /, -0.7, -1.6, -0.5, -7.9, -12.2, -5.3, -4.3, 9.5
> Cc1cc(S(=O)(=O)N2CCOCC2)ccc1OCC(=O)N1CCCC1
    -0.5, -1.8, 5.2, -0.6, 0.9, 13.9, -10.9, -1.0, -2.9
> CN1C(=O)NC(c2ccccc2)C2=C1CN(CCc1ccccc1)C2=O (configuration not stated)
    1.9, -2.7, -10.1, ?, -8.0, -11.0, -1.5, 0.6, -3.1
> COc1c(OC(C)=O)ccc(/C=C/c2ccc3cccc(OCc4ccccc4)c3n2)c1[N+](=O)[O-]
    -1.4, -2.0, 20.1, 2.3, -5.2, 18.1, -1.8, /, 1.6
> Cc1cccc(N(CC(=O)NCc2ccccc2)C(=O)Cn2nnc(-c3ccc(C)o3)n2)c1
    4.2, -2.8, 0.4, ?, 8.0, 15.8, 25.6, /, 1.3
> Cc1c(NC(=O)c2cc(-c3ccc(Br)cc3)on2)c(=O)n(-c2ccccc2)n1C
    1.9, -2.0, 7.0, -0.5, 1.9, -7.0, -6.1, 6.0, 0.3
> CCOc1ccc(C(=O)N(CC)CC(=O)Nc2ccc3c(c2)OCCO3)cc1
    -5.3, -1.0, -6.7, 0.3, -1.9, -1.5, -6.6, 0.2, -3.4
> CS(=O)(=O)N1CCCC(C(=O)N2CCC3(CC2)OCCO3)C1 (configuration not stated)
    -1.8, -0.1, 8.1, -1.1, -3.8, 7.1, -5.3, -2.3, 2.6
> Cc1sc2nc(C)n(/N=C/c3ccccc3)c(=O)c2c1C
    0.9, -4.5, -0.3, -1.5, 2.6, -4.2, -1.6, 0.0, -0.2
> Cc1cc(=O)oc2c3c(cc(OCC(=O)N4CCC[C@H]4C(=O)O)c12)OC(C)(C)CC3
    2.3, -3.4, 26.5, -0.8, 1.7, -222.1, -7.1, -0.1, +
> CN(C(=O)COC(=O)c1cc(Br)c(Br)s1)C1CCS(=O)(=O)C1 (configuration not stated)
    0.4, -1.1, -1.5, -0.4, 2.1, -8.4, 4.1, /, -0.3
> O=C(Cc1coc2ccc3ccccc3c12)NCc1cccs1
    1.2, -3.0, 5.9, 1.3, 3.2, -7.9, 2.4, /, 0.7
> COc1cc(CNCc2ccccc2)cc(Cl)c1OC
    -2.3, -0.7, 4.3, -0.1, 0.6, 8.1, -11.4, -0.5, 2.8
> COC(=O)c1ccc(N2CCOCC2)c(NC(=O)c2cccnc2)c1
    2.1, -5.4, -2.1, 3.0, -5.5, 6.0, 5.8, 3.5, -4.4
> COCCn1c(N)c(C(=O)OCc2ccccc2)c2nc3ccccc3nc21
    0.9, -9.6, 0.0, -0.8, -6.8, -215.8, -1.9, 1.6, +
> CCOC(=O)C1CCN(C(c2cccnc2)c2c(NC(=O)c3ccco3)sc(C)c2C)CC1 (configuration not stated)
    -1.4, -0.7, -0.3, -1.4, 2.6, 4.9, -8.8, -1.9, 1.5
> CCOc1ccccc1NC(=O)CSc1nc(=O)n(Cc2ccncc2)c2c1CCC2
    -2.2, -1.4, 8.0, -1.8, 6.9, -2.4, -10.6, 9.4, 0.6
> O=C(CC(O)(c1ccccc1)C(F)(F)C(F)F)c1cccs1 (configuration not stated)
    1.5, -5.2, -1.0, ?, 6.2, -1.7, -3.7, 0.1, -2.3
> O=C(COC(=O)c1ccc(F)cc1)Nc1cc(S(=O)(=O)N2CCOCC2)ccc1N1CCCC1
    0.2, -1.7, 0.7, -0.2, 0.3, 7.0, 3.6, /, 4.1
> c1ccc(-c2ncc3ccccn23)cc1
    1.4, -2.3, 2.6, 1.5, -5.5, -21.6, -1.6, /, 19.1
> CC1(C)OC(=O)C(=NNc2ccc(Cl)cc2)C(=O)O1
    -0.4, -1.8, 15.9, -4.0, 13.9, 5.5, -7.1, 3.6, -3.4
> COc1ccccc1NC(=O)Nc1nn(C)c2cccc(OC)c12
    1.1, -4.0, 17.2, /, -11.5, 9.3, /, 0.1, -1.3
> O=C(/C=C1\SC(=O)NC1=O)Nc1ccc(F)cc1
    1.1, -2.6, 17.9, -0.2, 3.0, 10.3, 2.7, /, -2.9
> COc1ccc(CCN2CC(C(=O)NCc3ccon3)CCC2=O)cc1 (configuration not stated)
    /, -2.4, 6.2, -0.1, 0.1, -5.1, -2.6, 2.4, -1.4
> CCCS(=O)(=O)c1nc(S(=O)(=O)c2ccc(C)cc2)c(N2CCCCC2)s1
    /, 0.5, 28.6, -0.8, 11.1, 17.4, -3.6, -1.7, 0.9
> O=C(/C=C/c1cn(-c2ccccc2)nc1-c1ccc2c(c1)OCCO2)NCCCN1CCOCC1
    0.1, -16.6, 3.1, -0.4, -13.4, 1.9, -0.2, /, 7.3
> COc1ccc(/C=N/Nc2ncnc3sc4c(c23)CCCC4)cc1OC
    /, 0.2, 24.4, -2.6, -6.5, -3.8, -28.0, /, 1.2
> C[C@H]1CN([C@@H](C)CO)C(=O)c2cccc(NC(=O)Nc3ccc(C(F)(F)F)cc3)c2O[C@H]1CN(C)C
    1.5, -3.2, 7.2, 0.7, -6.2, 4.4, -0.3, -1.5&2.2, 7.9
> Cc1cc(C)n2nc(C(=O)Oc3ccc4c(c3)OCO4)nc2n1
    -1.2, -0.6, -5.7, -0.4, -4.7, -15.6, 1.8, -1.5, -4.3
> Cc1nnc(SCC(=O)c2ccc(Cl)cc2)n(N)c1=O
    -0.6, 0.3, 19.1, 0.0, -3.7, -5.7, -4.7, /, -3.8
> COC(=O)c1ccccc1NC(=O)C1(S(=O)(=O)c2ccc(Cl)cc2)CC1
    -3.7, 1.4, 6.2, 0.2, -9.7, 13.6, 3.8, -0.8, -0.1
> C=CCc1ccc(OCc2ccc(C(=O)OC)o2)c(OC)c1
    -0.7, -1.4, 5.4, -0.2, 2.4, 12.9, -8.6, /, 1.9
> O=C(COC(=O)c1cnc(Cl)c(Cl)c1)NC1CC1
    -2.4, -4.1, -6.0, 0.2, 1.4, 6.6, -3.9, -1.0, -2.1
> COc1ccccc1OCc1cc(C(=O)N2CCCC(OCc3cccnc3)C2)no1 (configuration not stated)
    -0.3, -3.4, -4.2, 6.6, -1.6, -0.2, 3.7, 0.6, -0.7
> CCCCN1C(=N)C(CC)(CC)C(=O)NC1=O
    1.0, -0.3, 9.2, -1.0, -1.9, -11.6, -5.8, /, 2.4
> S=C(Nc1ccc(Nc2ccccc2)cc1)NN1CCOCC1
    4.7, -1.7, 10.2, /, 7.3, -0.3, /, /, 1.5
> COc1ccc(-c2ccc(C#N)c(OC)n2)cc1
    0.6, 3.5, 17.7, -1.3, 5.0, -71.4, -1.2, /, +
> Cc1nc2nc(C)c(CCC(=O)O)c(C)n2n1
    0.6, -1.3, 3.3, 0.4, 0.0, 8.0, -2.5, /, 0.0

Looked up by compound from above (6):
The line under a structure holds: UGM FP inh, FadD28 binding, GDH-TPI counter, BoNT A protease, PrPC surface inh, CCHFV vOTU inh, BoNT-F LC inh, Mtb BioA inh, Mtb FBA inh
> COc1ccc(-c2ccc(C#N)c(OC)n2)cc1
    0.6, 3.5, 17.7, -1.3, 5.0, -71.4, -1.2, /, +
> O=C(COC(=O)c1cnc(Cl)c(Cl)c1)NC1CC1
    -2.4, -4.1, -6.0, 0.2, 1.4, 6.6, -3.9, -1.0, -2.1
> CCCS(=O)(=O)c1nc(S(=O)(=O)c2ccc(C)cc2)c(N2CCCCC2)s1
    /, 0.5, 28.6, -0.8, 11.1, 17.4, -3.6, -1.7, 0.9
> O=C(/C=C/c1cn(-c2ccccc2)nc1-c1ccc2c(c1)OCCO2)NCCCN1CCOCC1
    0.1, -16.6, 3.1, -0.4, -13.4, 1.9, -0.2, /, 7.3
> COc1ccccc1OCc1cc(C(=O)N2CCCC(OCc3cccnc3)C2)no1 (configuration not stated)
    -0.3, -3.4, -4.2, 6.6, -1.6, -0.2, 3.7, 0.6, -0.7
> CC1(C)OC(=O)C(=NNc2ccc(Cl)cc2)C(=O)O1
    -0.4, -1.8, 15.9, -4.0, 13.9, 5.5, -7.1, 3.6, -3.4
